p53 reactivation = qHTS assay for re-activators of p53 using a Luc reporter | AID 504706, 2011 | 320,000 tested, 0.063% active | H1299 p53-A138V BP100-luciferase reporter, luminescence, 24 h | Potency, µM (series often up to 92.2 µM), for the others: top-dose activity change, positive = activation, actives largely listed as activators; further: potency means the concentration at half of the fitted maximal effect; % of control where 0% means no effect; nearly all actives have a fitted effect of over 45% in size
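H1299 (p53-null), stable ts p53-A138V + BP100-Luc; 1000 cells/well, Opti-MEM/10% FBS; cpd 4 pt, 1:5; 24 h, 37 deg C, 5% CO2; detection reagent 10 min RT; luminescence.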
TCR act = Activators of T cell receptors: qHTS campaign. Potency, µM (doses to about 9.22 µM), inactives show at the top dose activation of IL-2 secretion, actives largely listed as activators. primary human leukocytes, anti-CD3, IL-2 HTRF, 48 h. 330,000 tested, under 10 active; further: % of control where 0% means no effect
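48 hr co-incubation of compounds, a-CD3 beads and primary human leukocytes; IL-2 quantified homogeneously by HTRF with anti-IL-2 K and d2 conjugates.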
B2AR arrestin = qHTS assay of beta-arrestin-biased ligands of beta2-adrenergic receptor | beta-arrestin recruitment to beta2AR, cell-based reporter | Potency, µM (top dose mostly 46.1 µM), without a hit: at the top dose activation, usual class: activators | 330,000 tested, 0.02% active | AID 492947, 2010;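 further: potency means the concentration at half of the fitted maximal effect; 0% = DMSO controls and full agonism = EC100 isoproterenol or metaproterenol; nearly all actives have a fitted effect of over 65% in size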
Target sequence (P07550 whole entry, looked up): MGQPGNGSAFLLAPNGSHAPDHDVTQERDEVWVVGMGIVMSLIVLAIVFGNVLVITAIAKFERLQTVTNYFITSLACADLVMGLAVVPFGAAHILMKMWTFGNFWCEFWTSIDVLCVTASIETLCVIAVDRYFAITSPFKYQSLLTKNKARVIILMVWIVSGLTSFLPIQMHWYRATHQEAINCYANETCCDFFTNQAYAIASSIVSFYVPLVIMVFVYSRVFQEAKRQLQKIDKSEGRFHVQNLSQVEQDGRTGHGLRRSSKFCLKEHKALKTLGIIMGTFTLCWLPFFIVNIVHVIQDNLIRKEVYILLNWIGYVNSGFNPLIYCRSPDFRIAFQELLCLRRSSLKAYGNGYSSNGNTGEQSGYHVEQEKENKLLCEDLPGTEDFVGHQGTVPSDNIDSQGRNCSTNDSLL
BRCA1 expr act = qHTS Assay to Identify Small Molecule Activators of BRCA1 Expression; Potency, µM (highest dose often 46.1 µM), for inactives: at the top dose activation, most hits filed as activators; 380,000 tested, 1.1% active; MCF7-BRCA1-FFLuc reporter, luminescence, 48 h; response scale: scaled: vehicle 0%, 10 µM genistein 100%; AID 624202, 2012; further: potency means the concentration at half of the fitted maximal effect; nearly all actives have a fitted effect of over 80% in size; some results filed as inactive show a strong effect at the top dose
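MCF7 cells carrying a BRCA1-firefly luciferase reporter (2000 cells/well, phenol-red free MEM) were attached for 2 h at 37 °C, then given compounds for 48 h. Luminescence was read 15 min after luciferase reagent; activity normalized to genistein (10 microM) and DMSO.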
a7 integrin act = qHTS for Activators of Integrin-Mediated Alleviation for Muscular Dystrophy | alpha7betagal myoblasts, beta-gal FDG fluorescence, 48 h | Potency, µM (series often up to 38.3 µM), without a hit: at the top dose activation, usual class: activators | 350,000 tested, 0.064% active;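 further: potency means the concentration at half of the fitted maximal effect; 100% = response of the positive control SU9516; nearly all actives have a fitted effect of over 60% in size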
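alpha7betagal+/- myoblasts (passage 13, 250/well) treated 48 h at 37C with compounds at 1:260 dilution of DMSO stock. Lysed, then beta-galactosidase activity read as FDG fluorescence (ex 480/em 540) after 30 min, with pre-read for autofluorescence.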
PTAP TSG101 blk = qHTS Assay for Iinhibitors of HIV-1 Budding by Blocking the Interaction of PTAP/TSG101; Tumor susceptibility gene 101 protein (Homo sapiens), Q99816; Fluorescence polarization, FITC-PTAP peptide / Tsg101 binding; Potency, µM (titrated, usually from 115 µM), inactives show at the top dose activity change, negative = inhibition, most hits filed as inhibitors; 340,000 tested, under 10 active; active means well fitted inhibition curve with a large enough effect in the main read-out, with a control signal flat, not every such curve was filed as active; inconclusive means small, poorly fitted or top-dose-only effect, or effect the other way, or a change in a side signal; inactive means no such curve, though single readings can be large or run the other way; further: potency means the concentration at half of the fitted maximal effect; % of control where 0% means no effect
Target sequence (Q99816 whole entry, looked up): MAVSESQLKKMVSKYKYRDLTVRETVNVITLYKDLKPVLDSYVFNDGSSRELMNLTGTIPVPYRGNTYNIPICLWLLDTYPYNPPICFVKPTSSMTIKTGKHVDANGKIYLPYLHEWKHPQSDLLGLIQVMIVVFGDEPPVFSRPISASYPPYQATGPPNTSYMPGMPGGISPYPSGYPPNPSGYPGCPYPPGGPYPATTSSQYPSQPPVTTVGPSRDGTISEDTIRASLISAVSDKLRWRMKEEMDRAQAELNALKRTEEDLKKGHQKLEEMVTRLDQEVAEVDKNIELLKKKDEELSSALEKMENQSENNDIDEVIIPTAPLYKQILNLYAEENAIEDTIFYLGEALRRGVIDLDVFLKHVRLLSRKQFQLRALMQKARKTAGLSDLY
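Compounds were pin-transferred onto Tsg101 binding domain (10 uM final) in HEPES pH 7.5 buffer, then FITC-PTAP peptide was added at 50 nM final. After 20 min at RT, polarization reported peptide displacement across a qHTS concentration series.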
ELG1 DNA repair = qHTS screen for small molecules that inhibit ELG1-dependent DNA repair in human embryonic kidney (HEK293T) cells expressing luciferase-tagged ELG1; HEK293T ELG1-luciferase reporter, luminescence, 16 h; DNA damage induced by 5-fluorouridine; Potency, µM (top dose mostly 46.1 µM), for inactives: at the highest dose activity change, negative = inhibition, hits mostly inhibitors; 330,000 tested, 2.3% active; AID 504467, 2011; further: potency means the concentration at half of the fitted maximal effect; on the % scale 0 is the no-effect control and ±100 the full control effect; nearly all actives have a fitted effect of over 55% in size
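Quantitative HTS, concentration-response format. 2,000 cells/well co-treated with 5-fluorouridine and compound, 16 hr in 5% CO2 at 37 °C; ONE-Glo luminescence read after 30 min.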
AT treatment = qHTS Assay for Identifying a Potential Treatment of Ataxia-Telangiectasia. […] A-T fibroblasts, KAP-1 phosphorylation AlphaLISA; neocarzinostatin DNA damage 30 min before lysis. Potency, µM (highest dose often 57.5 µM), for the others: at the top dose activation, actives largely listed as activators. 320,000 tested, 0.19% active. AID 485349, 2010; further: potency means the concentration at half of the fitted maximal effect; % of control where 0% means no effect; nearly all actives have a fitted effect of over 45% in size
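ATM-like activity read as KAP-1 phosphorylation via AlphaLISA donor/acceptor antibody pairs after lysis and 6 hr at 25C. Cells were ATM-null patient fibroblasts ([…], hTERT), dosed 60 min, then exposed to the DSB inducer NCS for 30 min.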
TRPV1 agonist = HTS Assay for Compounds that Act as Agonists of the Vanilloid Receptor 1. TRPV1-expressing cells, Fluo-8 calcium influx, agonist mode. AID 540275, 2011. Transient receptor potential cation channel subfamily V member 1 (Homo sapiens), Q8NER1. 320,000 tested, 0.19% active. activation, % at 8.33 µM; in the data active means activation above about 80%; inconclusive means between about 30% and that limit; further: 0% is about no effect
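TRPV1-expressing cells were cultured overnight at 35.5C and loaded with Fluo-8 calcium dye for 40 to 90 min at room temperature. After a 10 s baseline, compound was added and calcium influx was read kinetically for 3 min (ex 480/em 520 nm).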
CXXC DNA block = qHTS Fluorescence Polarization Assay for Inhibitors of MLL CXXC domain - DNA interaction; Histone-lysine N-methyltransferase 2A (Homo sapiens), Q03164; Potency, µM (top dose mostly 115 µM), inactives show at the highest dose activity change, negative = inhibition, hits mostly inhibitors; 290,000 tested, 0.037% active; MLL-CXXC / FITC-HOXA9 DNA fluorescence polarization; active means well fitted inhibition curve with a large enough effect in the polarisation, with a control signal flat, not every such curve was filed as active; inconclusive means small, poorly fitted or top-dose-only effect, or effect the other way, or a change in a side signal; inactive means no such curve, though single readings can be large or run the other way; the % refers to the polarisation; further: potency means the concentration at half of the fitted maximal effect
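Purified MLL-CXXC (added from a 7 uM solution) was preincubated 5 min at ambient with pinned compounds in 50 mM Tris-HCl pH 7.5, 50 mM NaCl, 1 mM DTT, 0.05% BSA. Fluorescein-labeled HOX-A9 DNA (50 nM solution) followed, 30 min, then polarization read.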
An asterisk follows results filed as active; ? = inconclusive; . = not tested or not shown; [ ] = remark or other dose. Unless noted, the call rests on the fitted dose curve; in most records, active means well fitted curve in the direction sought with a large enough effect; inconclusive means small, poorly fitted or top-dose-only effect, or another doubt; inactive means no such curve, though single readings can be large; an effect the other way counts as inactive or inconclusive.

1) CCOC(=O)[C@@H]1[C@H]2COc3ccc(Br)cc3[C@H]2N2C(=O)N(c3ccc(C)cc3)C(=O)[C@]12C
2) Cc1ccc(O)c(/C=N/NC(=O)COc2ccc3c(C)cc(=O)oc3c2)c1
3) COc1ccc(CCN2C(=O)CC(Sc3ncccc3C(=O)O)C2=O)cc1OC (configuration not stated)
4) CCOC(=O)c1c(N)sc(=S)c2c1CCC2
5) CC1(C)CC(=O)C2=C(C1)OC(N)=C(C#N)C21CCC2(CC1)OCCO2
6) O=C(Cn1nnc(-c2ccccc2)n1)OCc1csc(-c2ccccc2)n1
7) Cc1ccc(NC2CCCN(C(=O)c3cn4cccc(C)c4n3)C2)cc1C (configuration not stated)
8) CCN(CC)c1ccc(/C=N/NC(=O)c2c(Cl)c(C)nn2C)cc1

assay / compound | 1 | 2 | 3 | 4 | 5 | 6 | 7 | 8
p53 reactivation | . | -4% | -18% | 3% | . | 10% | -3% | 9%
PTAP TSG101 blk | -8% | -7% | -6% | -8% | -6% | 0% | . | -3%
BRCA1 expr act | -14% | -40% | -5% | -38% | 10% | -20% | -5% | 2%
TCR act | 1% | 0% | -1% | 12% | -7% | -2% | -3% | 0%[46.1 µM]
a7 integrin act | 14% | -48%[inhibitor] | 15% | 9% | -11% | 6% | 6% | -22%
ELG1 DNA repair | -2% | ? | 0% | -20% | . | ? | 4% | ?
AT treatment | -2% | 2% | -2% | -8% | . | 0% | 6% | -16%
CXXC DNA block | 23% | -4% | 0% | -5% | -19% | -1% | 7% | 0%
B2AR arrestin | 0.1% | 0.1% | -0.6% | 0.5% | . | -0.1% | -1.6% | -0.5%
TRPV1 agonist | 1 | -3 | -2 | 6 | 1 | 3 | 10 | ?

9) O=C(Nc1ccc([N+](=O)[O-])cc1)N1CCN(C(=O)C2CCCO2)CC1 (configuration not stated)
10) CSc1ccccc1NC(=O)c1ccc(Cl)s1
11) Cn1cc(-c2ccccc2)cc(C#N)c1=O
12) CCC(=O)Nc1cccc(NC(=O)c2ccc(Br)cc2)c1
13) CCOC(=O)C1=C(c2ccccc2)NC(N)=NC1c1ccc(OCc2ccc(C(=O)OC)cc2)cc1 (configuration not stated)
14) COCC(C)NC(=S)Nc1ccccc1[N+](=O)[O-] (configuration not stated)
15) COc1ccc(NC2CS(=O)(=O)CC2OC(=O)c2ccc(F)cc2)cc1 (configuration not stated)
16) Cc1cc2ncn(/N=C/c3ccc([N+](=O)[O-])o3)c2cc1C

assay / compound | 9 | 10 | 11 | 12 | 13 | 14 | 15 | 16
p53 reactivation | 19% | 15% | -4% | -1% | 5% | 5% | 2% | -7%
PTAP TSG101 blk | -11% | -2% | 0% | 1% | -6% | 0% | -7% | 0%
BRCA1 expr act | -9% | -25% | -19% | 5% | -42% | -4% | -22% | -110%[inhibitor]
TCR act | -3% | 2% | . | -2%[46.1 µM] | 3% | -3% | 3% | 0%
a7 integrin act | 4% | 2% | 5% | 2% | -50%[inhibitor] | 7% | -17% | -50%[inhibitor]
ELG1 DNA repair | -1% | ? | 5% | ? | 15% | 3% | -8% | -15%
AT treatment | -7% | 4% | 10% | 1% | 4% | 7% | -4% | 1%
CXXC DNA block | 1% | -9% | 22% | ? | ? | -1% | 4% | 15%
B2AR arrestin | -0.7% | 0.1% | -0.4% | -0.4% | 0.3% | -1.2% | -0.4% | -0.3%
TRPV1 agonist | -1 | -6 | 0 | ? | ? | -2 | -1 | .

17) O=[N+]([O-])c1ccc(S(=O)(=O)NCCc2cn3ccccc3n2)cc1
18) O=C(N/N=C1/SCC(=O)N1Cc1ccco1)c1ccccc1F
19) Cc1ccc(Cl)cc1NC(=O)CSc1sc2c(O)cc(=O)[nH]c2c1C#N
20) CC(C)N(C=O)C1(C(=O)NC2CCCCC2)CCCCC1
21) CCOc1ccc(Cc2onc3c2C(=O)CC(C)(C)C3)cc1OCC
22) COC(=O)CCC(=O)N1CCOCCOCCOCC1
23) OC(CN1CCN(c2cccc(Cl)c2)CC1)c1ccc(F)cc1 (configuration not stated)
24) O=C(COC(=O)c1cccnc1Cl)c1cccc(Cl)c1

assay / compound | 17 | 18 | 19 | 20 | 21 | 22 | 23 | 24
p53 reactivation | 3% | -2% | 1% | -10% | -2% | 7% | 0% | 1%
PTAP TSG101 blk | -4% | -1% | -8% | -7% | 0% | 2% | -1% | -5%
BRCA1 expr act | -18% | -13% | -24% | 5% | -28% | 22% | 8% | -1%[1.84 µM]
TCR act | 2% | 0% | 2% | 1% | 1% | 1% | -7% | 4%
a7 integrin act | 6% | 5% | -19% | 13% | -22% | -16% | 16% | -12%
ELG1 DNA repair | -4% | ? | 3% | 6% | ? | 8% | -1% | ?
AT treatment | 0% | -11%[11.5 µM] | -4% | 19% | 3% | -7% | 13% | 2%
CXXC DNA block | -5% | 2% | 4% | 1% | 1% | 3% | -2% | 13%
B2AR arrestin | -0.6% | 0.3% | -0.4% | -0.7% | 0.0% | -0.1% | 0.4% | -0.1%
TRPV1 agonist | -3 | -3 | -2 | 2 | 13 | -2 | 2 | 2

25) COc1cccc(NC(=S)NCc2ccc3c(c2)cc(C)n3C)c1
26) CC(Oc1ccc2c(-c3ccccc3)cc(=O)oc2c1)C(=O)N1CCC[C@@H]1C(N)=O (some centres not stated)
27) CC(=O)c1ccc(NC(=O)c2ccc(N3CCCC3=O)cc2)cc1
28) O=C1CC(N2CCN(c3ccccc3)CC2)C(=O)N1c1ccc2c(c1)OCCO2 (configuration not stated)
29) COc1cc(/C=C/C(=O)OCC(=O)NC(=O)NC23CC4CC(CC(C4)C2)C3)ccc1OCC#N
30) CC(C)CC(=O)NC(=S)NNC(=O)c1cccc([N+](=O)[O-])c1
31) CCSc1nc2sc3c(c2c(=O)[nH]1)CC(C)(C)OC3
32) CCN1C(=O)/C(=C2/SC(C)=C(C)N2CC)SC1=S

assay / compound | 25 | 26 | 27 | 28 | 29 | 30 | 31 | 32
p53 reactivation | -6% | 10% | 7% | . | -8% | 15% | 21% | 1%
PTAP TSG101 blk | 0% | 0% | 2% | 1% | -3% | -2% | 0% | ?
BRCA1 expr act | -14% | 9% | 17% | 0% | -20% | -32% | 9% | -22%
TCR act | -3% | -3% | -1% | -4% | 0%[46.1 µM] | -1% | . | 7%
a7 integrin act | 14% | 7% | -5% | 6% | -12% | -31% | -23% | 8%
ELG1 DNA repair | -20% | 17% | ? | . | -21% | -20% | ? | 6%
AT treatment | -1% | -2% | -5% | . | 8% | 7% | 7% | -11%
CXXC DNA block | -5% | 6% | . | -1% | 4% | 12% | -7% | 8%
B2AR arrestin | 0.0% | -0.7% | 0.0% | . | -2.3% | -1.0% | -1.0% | -0.3%
TRPV1 agonist | 26 | 7 | -6 | 2 | 2 | 3 | 1 | 2

33) S=c1[nH]cnc2sc(Nc3ccccc3)nc12
34) Cc1ncoc1C(=O)N1CCCC(CCC(=O)NCc2ccccc2F)C1 (configuration not stated)
35) C#CCSc1n[nH]c(=O)n1-c1cccc(C(F)(F)F)c1
36) CC(Oc1ccccc1F)C(=O)NNC(=O)CCNC(=O)c1ccco1 (configuration not stated)

assay / compound | 33 | 34 | 35 | 36
p53 reactivation | 0% | 0% | 1% | 7%
PTAP TSG101 blk | 0% | 0% | 9% | -1%
BRCA1 expr act | -2% | -7% | -5% | -7%
TCR act | 1% | -3% | -2% | -3%
a7 integrin act | 7% | 11% | -31% | 16%
ELG1 DNA repair | ? | -1% | -10% | 8%
AT treatment | -6% | 0% | 2% | -2%
CXXC DNA block | -21% | -1% | -3% | .
B2AR arrestin | 0.1% | -0.3% | -0.5% | 0.4%
TRPV1 agonist | 0 | 0 | -1 | 0

Compound activity (PubChem)
